High-throughput results deposited in PubChem BioAssay by NCI.
yeast mec2-1 – NCI yeast anticancer drug screen, S. cerevisiae mec2-1 strain | growth inhibition, % at 50 µM | 79,000 compounds, 9% hits;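 further: 0% = growth of vehicle-only cultures of the same strain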
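Yeast mec2-1 mutant treated with compound. Readout: growth inhibition vs vehicle controls.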
rad50 – NCI yeast anticancer drug screen, S. cerevisiae rad50 strain. % growth inhibition at 50 µM. 79,000 compounds, 10% hits. AID 155;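 further: 0% = growth of vehicle-only cultures of the same strain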
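Cells are treated with compound, grown, and their growth is then scored against vehicle-only cultures of the same repair-deficient yeast strain.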
sgs1 mgt1 – NCI yeast anticancer drug screen, S. cerevisiae sgs1 mgt1 strain | growth inhibition, % at 50 µM | 78,000 compounds, 10% hits | AID 161;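 further: 0% = growth of vehicle-only cultures of the same strain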
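Genetically altered yeast, compound exposure, growth inhibition relative to vehicle.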
yeast cln2 rad14 – NCI yeast anticancer drug screen, S. cerevisiae cln2 rad14 strain; 78,000 compounds, 8.3% hits; growth inhibition, % at 50 µM;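 further: 0% = growth of vehicle-only cultures of the same strain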
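Each compound was tested on cln2 rad14 yeast. Inhibition of growth was calculated against vehicle-exposed controls.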
yeast bub3 – NCI yeast anticancer drug screen, S. cerevisiae bub3 mutant strain. 78,000 compounds, 9.9% hits. % growth inhibition at 50 µM;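 further: 0% = growth of vehicle-only cultures of the same strain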
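Yeast carrying a defined mutation is treated with each compound, and growth is compared with that of vehicle-exposed cells to give inhibition.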
mlh1 rad18 – NCI yeast anticancer drug screen, S. cerevisiae mlh1 rad18 strain. % growth inhibition at 50 µM. 79,000 compounds, 11% hits;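 further: 0% = growth of vehicle-only cultures of the same strain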
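Yeast w/ defined DNA-repair lesions; compound exposure; growth vs vehicle controls → % inhibition.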
* marks the source's active call; other numbers are inactive results. No stated cut-off is given here; in the data, active means growth inhibition above about 70%; inactive means the rest.

Sample of the layout (two entries):
No.	compound	mlh1 rad18	yeast cln2 rad14	yeast mec2-1	sgs1 mgt1	rad50	yeast bub3
1	O=C(CCc1cccs1)OCc1ccccc1	23.0	1.6	-3.5	1.7	0.8	-10.5
2	N=C(N)C1CN(CCCCCCCCCCN2CC(C(=N)N)C(=O)NC2=O)C(=O)NC1=O (centres undefined)	19.2	66.4	-6.1	10.3	21.6	8.5

The whole of this part (from the top)
No.	compound	mlh1 rad18	yeast cln2 rad14	yeast mec2-1	sgs1 mgt1	rad50	yeast bub3
1	O=C(CCc1cccs1)OCc1ccccc1	23.0	1.6	-3.5	1.7	0.8	-10.5
2	N=C(N)C1CN(CCCCCCCCCCN2CC(C(=N)N)C(=O)NC2=O)C(=O)NC1=O (centres undefined)	19.2	66.4	-6.1	10.3	21.6	8.5
3	COc1ccc(SC2=C(N(C)C(C)=O)C(=O)c3ccccc3C2=O)cc1	99.6*	99.7*	99.7*	99.7*	99.5*	99.6*
4	C#CCN(CC#C)C(=O)C(=O)c1c[nH]c2ccc(OC)cc12	51.0	44.5	0.9	56.8	41.2	52.4
5	O=C(C=C1SCCS1)/C=C\c1ccc(Cl)cc1	5.4	0.0	-23.0	-9.2	-20.8	-35.7
6	NP1(Oc2ccc(F)cc2)=NP(N)(Oc2ccc(F)cc2)=NP(Oc2ccc(F)cc2)(Oc2ccc(F)cc2)=N1 (centres undefined)	88.2*	97.0*	84.7*	97.9*	94.8*	87.5*
7	O=C(Nc1c(-c2nc3ccccc3[nH]2)sc(=S)n1-c1ccccc1)c1ccccc1	-7.3	-54.0	-3.8	-12.8	-6.8	-4.7
8	CC(=O)NNC(=S)N/C=C(\C#N)S(=O)(=O)c1ccc(C)cc1	-37.6	-61.3	-26.4	-35.5	-44.5	-25.8
9	Nc1nc(N)c2c(Cl)c(CNc3ccc(C(=O)NC(CC(=O)O)CC(=O)O)cc3)ccc2n1	14.4	-1.4	9.7	22.2	19.0	-4.0
10	Cn1c2ccccc2c2nnc(NCCCO)nc21	11.2	43.3	21.7	18.8	18.9	25.0
11	Oc1ccc(OCc2ccccc2)cc1	45.2	-21.6	-24.2	-7.8	29.9	3.4
12	CC(C)(CCl)c1ccccc1	-0.6	0.8	-3.1	-6.3	-10.6	4.0
13	CC(=O)CC(O)(C(F)(F)Cl)C(F)(F)Cl	-12.0	-6.7	-30.7	-10.8	-32.1	-8.2
14	O=C1/C(=C/c2ccc(Cl)cc2)Oc2ccccc21	-19.6	1.4	-7.0	-18.9	-31.4	-8.1
15	COc1cc(NCCCCCNC(C)C)c2ncccc2c1OC	-3.1	-11.3	-9.9	-1.9	-15.1	9.1
16	C/C(=N\NS(=O)(=O)c1ccc(C)cc1)c1c(O)cc(C)oc1=O	4.2	-28.8	11.7	16.2	-10.3	-0.1
17	CC(C)N(C(C)C)P1P(N(C(C)C)C(C)C)P(N(C(C)C)C(C)C)P1N(C(C)C)C(C)C (centres undefined)	-4.6	-10.2	-4.7	5.3	-4.2	-10.2
18	OC1c2ccccc2-c2ccc(Cl)cc21 (centres undefined)	14.9	-32.2	14.2	-7.2	23.8	4.2
19	CCOC(=O)CCC(CNC(=O)c1ccccc1)NC(=O)c1ccccc1 (centres undefined)	5.0	-3.6	-10.8	-15.4	-7.2	-23.3
20	CCCCCCCCCCCCCCCCCC[N+]1(C)CCOCC1	99.5*	98.7*	99.5*	99.1*	99.2*	99.2*
21	CC(C)=CC1C(CO)C1(C)C (centres undefined)	-16.9	-16.6	-17.2	23.8	-7.8	-6.2
22	CC(=O)OC1(C(=O)OCC2CCCO2)CCCC1 (centres undefined)	6.9	-9.8	5.4	-3.5	-9.6	25.8
23	O=C1NCC=CCN1	-9.1	-0.6	0.4	-24.0	-1.9	0.8
24	COc1cc(C(C)c2cc3c(cc2OCCCCCOc2cc4c(cc2C(C)c2cc(OC)c(OC)c(OC)c2)OCO4)OCO3)cc(OC)c1OC (centres undefined)	-22.4	-4.7	-27.9	-26.9	-12.8	-4.7
25	CN=C(N)NN(Cc1ccccc1)N=O	13.7	-27.6	3.8	-8.4	5.5	0.2
26	C=CCOc1ccc(Cl)cc1Cl	-1.8	4.6	-4.4	-0.5	1.6	6.7
27	CCCCNCCCC(C(=O)O)c1ccccc1 (centres undefined)	6.8	-10.3	-3.4	3.8	2.1	-35.2
28	CSc1nc2nc(SC)[nH]c2c(=O)[nH]1	5.2	-24.1	-5.8	4.0	-2.9	-13.6
29	CN(CC(C)(C)C=O)C(=O)c1ccccc1	-1.0	-8.3	-5.5	-10.0	8.1	-19.1
30	CN(C)CC1CCCCC1O (centres undefined)	-7.3	25.1	-5.8	-5.3	-4.8	1.9
31	N#C/C(=C\c1cc(Br)cc(Br)c1O)c1ccc([N+](=O)[O-])cc1	-2.6	17.1	-10.9	-6.8	-2.7	22.3
32	O=C1C(n2ccc(=O)[nH]c2=O)CCN1CCCl (centres undefined)	12.5	-23.5	1.4	2.6	0.2	14.1
33	CC1CC(c2ccccc2)=Nc2ccccc2S1 (centres undefined)	-9.4	19.5	12.9	16.2	18.2	6.5
34	COC(=O)C1=CN(CCc2ccc(O)cc2)C(=O)C2C1CC(O)C2C (centres undefined)	-10.2	-2.2	-6.2	1.2	5.6	-4.5
35	CCN(CC)C(=O)C1CCN(CCC(=O)Nc2ccccc2)CC1	7.2	-16.1	-7.6	12.9	8.4	5.2
36	CC(C)c1ncc([N+](=O)[O-])n1C	8.8	-30.1	2.9	-16.6	-13.2	6.2
37	CC(=O)Nc1ccc(N=Nc2ccc(NC(C)=O)cc2)cc1	-24.8	10.4	-67.1	-36.9	-45.5	-46.6
38	O=C1CCCCCC1	3.4	-19.2	-8.9	11.2	9.9	-4.5
39	O=[N+]([O-])c1cnc(Sc2cncc[n+]2[O-])s1	99.5*	99.3*	99.4*	99.3*	99.5*	99.5*
40	CCNS(=O)(=O)c1ccc2c(c1)nc(C)n2CC	11.5	13.1	-27.6	-3.5	16.4	23.6
41	COc1ccc(Nc2nc3ccccc3nc2-c2cccs2)cc1OC	-23.4	9.3	-2.0	13.9	-5.8	-0.7
42	COc1cccc(NC(=O)N/C(=C/c2ccc(N(CCC#N)CCC#N)cc2)NC(=O)c2cc([N+](=O)[O-])ccc2Cl)c1	36.5	-10.1	16.0	-3.1	30.8	-6.8
43	CC(O)C(O)C(=O)NN (centres undefined)	-7.0	4.0	0.3	11.4	-1.0	-2.9
44	CCCCCCNC(=O)NC	-7.0	-36.2	-11.5	-16.8	-2.3	-21.1
45	NC(=O)c1ccccc1[N+](=O)[O-]	-6.5	6.4	-7.0	-16.4	3.8	-16.1
46	C[C@]12CC[C@@H]3c4cc(OCC(F)(F)F)c(O)cc4/C(=N/O)C[C@H]3[C@@H]1CC[C@@H]2O	13.2	17.6	-4.5	4.7	-0.8	12.8
47	CN(C)c1ccc(N=Nc2ccc(Cl)c(Cl)c2)cc1	-0.8	-3.4	0.1	-6.3	-4.2	4.5
48	Cc1c(C#N)c2n(c1C)CC(=O)N2	-33.9	-0.8	0.5	2.8	7.8	-20.4
49	O=c1[nH]c(=S)nc2nc3c4ccc[nH]c4c4ccccc4c3nc12	-1.4	32.6	-33.3	-7.8	-5.7	6.7
50	C=C1C(=O)OC2C[C@H](C)C3CC(=O)C(C)=C3CC12 (some centres undefined)	30.2	43.1	9.5	3.2	40.0	24.6
51	O=C1OC(c2ccc([N+](=O)[O-])cc2)=N/C1=C\c1ccccc1	-11.5	5.5	4.5	11.1	1.9	6.2
52	Cc1c(Cl)cccc1NC(=O)C(=O)C(C(=O)c1ccccc1-c1ccccc1)C1OC(=O)c2ccccc21 (centres undefined)	-23.0	-41.8	-44.5	-14.3	-31.9	11.9
53	COc1cc(C2NC(C(=O)O)CS2)cc(OC)c1OC (centres undefined)	-5.8	-19.1	-14.7	0.5	-22.4	-9.2
54	O=C(CC(=O)c1ccccc1)CC(=O)c1ccc(C(=O)CC(=O)CC(=O)c2ccccc2)cc1	22.4	0.8	1.3	30.9	29.4	-1.8
55	Nc1c(Br)c(Cl)c(Br)c2c1-c1ccc(Cl)cc1C2	5.0	-19.9	-4.8	-1.4	-13.1	7.2
56	COC(=O)C1CSC(C)(C)N1 (centres undefined)	4.3	-0.9	-8.6	-1.5	10.6	-7.3
57	CCOC(=O)C1(n2[nH]c(=O)n(-c3ccccc3)c2=O)CC(C)OC1=O (centres undefined)	-1.0	-13.8	7.0	8.1	5.9	16.2
58	O=C(N/N=C/c1ccc(Cl)cc1Cl)c1cccc([N+](=O)[O-])c1	24.4	-7.0	-8.7	32.5	0.7	2.3
59	CCCN1C(=O)CC(NC(C)=O)C1=O (centres undefined)	9.7	-17.9	6.5	8.1	-2.9	-5.8
60	O=C1c2ccccc2C(=O)C1C(=O)C1CC1	-7.7	-52.6	-6.7	18.2	-9.6	-11.7

Sorted by heavy-atom count (high to low): some entries from above.
No.	compound	mlh1 rad18	yeast cln2 rad14	yeast mec2-1	sgs1 mgt1	rad50	yeast bub3
54	O=C(CC(=O)c1ccccc1)CC(=O)c1ccc(C(=O)CC(=O)CC(=O)c2ccccc2)cc1	22.4	0.8	1.3	30.9	29.4	-1.8
58	O=C(N/N=C/c1ccc(Cl)cc1Cl)c1cccc([N+](=O)[O-])c1	24.4	-7.0	-8.7	32.5	0.7	2.3
53	COc1cc(C2NC(C(=O)O)CS2)cc(OC)c1OC (centres undefined)	-5.8	-19.1	-14.7	0.5	-22.4	-9.2
59	CCCN1C(=O)CC(NC(C)=O)C1=O (centres undefined)	9.7	-17.9	6.5	8.1	-2.9	-5.8
56	COC(=O)C1CSC(C)(C)N1 (centres undefined)	4.3	-0.9	-8.6	-1.5	10.6	-7.3

Additional results:
No.	compound	mlh1 rad18	yeast cln2 rad14	yeast mec2-1	sgs1 mgt1	rad50	yeast bub3
61	CN1C(=O)C(O)(c2c3c(c(C4(O)C(=O)N(C)c5ccccc54)c4c2OCO4)OCO3)c2ccccc21 (centres undefined)	8.9	-7.3	-0.6	-28.2	0.5	-5.2
62	COc1cc2c(cc1OC)C(Cl)C(c1ccc(Br)cc1)=C2Cl (centres undefined)	32.8	48.3	67.3	72.5*	36.9	55.4
63	C=C1CC2(CCCC3(CC(=C)C(=O)O3)C2(C)C)OC1=O (centres undefined)	66.6	23.1	38.4	38.8	33.0	44.6
64	O=C1C=Cc2ccccc2/C1=C/c1nc(-c2ccc(Cl)cc2)oc1O	-13.3	-1.2	7.0	-8.8	-3.2	6.9
65	O=c1[nH]cnc2c1ncn2CCc1ccc([N+](=O)[O-])cc1[N+](=O)[O-]	-8.0	-54.9	-6.2	9.4	3.0	-15.1
66	Nc1nc(O)c(N)c(=O)[nH]1	-20.9	-17.8	-16.9	-15.8	-18.2	-4.0
67	C1CCN(c2nn[nH]n2)CC1	0.4	-10.3	-2.0	3.8	4.0	12.4
68	CC12OCCCC1C1CCCCC12 (centres undefined)	38.0	-10.9	-2.5	2.6	14.3	-13.1
69	OC1(c2ccc(-c3ccccc3)cc2)c2ccccc2-c2ccccc2C1(O)c1ccc(-c2ccccc2)cc1 (centres undefined)	7.0	2.0	-6.0	-2.2	6.5	6.3
70	O=C(CCc1cc(-c2ccccc2)nc(=S)[nH]1)Nc1ccccc1[N+](=O)[O-]	7.2	29.6	-8.1	9.0	10.0	15.5
71	COc1ccc(/C=N/Nc2nc(C)c(C)s2)cc1	55.8	11.4	18.4	53.4	30.9	7.3
72	Cc1cc(=O)n2c(nc3ccccc32)o1	9.2	-15.3	19.4	5.5	20.5	0.9
73	NC(=O)CC(N)C(=O)NC(Cc1ccccc1)C(=O)NC(Cc1ccccc1)NC(=O)C(Cc1c[nH]c2ccccc12)C(=O)O (centres undefined)	1.9	-13.2	8.1	-11.1	-18.6	1.9
74	Cc1cc(N(CCCOS(C)(=O)=O)CCCOS(C)(=O)=O)ccc1C=Nc1cc(Cl)c(O)c(Cl)c1	54.5	8.7	21.4	62.8	31.7	34.7
75	CN1C(=O)C2(OC(N)=C(O)C2=O)c2ccccc21 (centres undefined)	9.6	-11.3	-2.7	3.7	-5.5	-4.5
76	O=C(CCCCCCCCC(=O)OCCOc1ccccc1)OCCOc1ccccc1	12.0	4.4	0.8	5.0	22.2	-2.1
77	OCc1ccc(-c2ccccc2)cc1	28.8	8.0	-14.6	4.6	4.4	3.7
78	Clc1cc2n[nH]nc2c(Cl)c1Cl	93.3*	88.7*	95.9*	46.8	74.8*	85.8*
79	N#CS/C(Cl)=C(/C(Cl)=C(Cl)Cl)[N+](=O)[O-]	81.2*	48.6	70.7*	87.4*	84.8*	85.7*
80	COc1cc(NCCCCCCCC2CCCCN2)c2ncccc2c1 (centres undefined)	98.4*	96.5*	79.0*	98.5*	86.2*	98.5*
81	Cc1ncc(CO)c(Cc2ccccc2N(C)C)c1O	6.2	8.3	1.4	-3.8	2.9	6.0
